ER stress surv: ER stress cell death inhibition; relative survival (cellular ATP), % at 15 µg/mL (by protocol); CSM14.1 thapsigargin ER stress survival, ATP luminescence; AID 1010; hit rate 0.33% among 48,000;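 active = survival measured by cellular ATP above 50% at 15 µg/ml in the first screen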;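 note: cell death triggered by about 15 µM thapsigargin; ATP read 24 h after thapsigargin was added; plate controls were thapsigargin with DMSO for no effect and DMSO without thapsigargin for full effect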
* = called active by the depositor. Only part of the results is shown; rates above refer to the full screens.

SMILES | ER stress surv
COc1cc(NC(=O)c2ccc(-c3ccc(Br)cc3)o2)ccc1NC(=O)c1ccco1 | 4.1
C/C(=N/NC(=O)c1ccc(Br)cc1)c1ccc(Cl)cc1 | 6.7
C=CCN1C(=O)/C(=C\c2ccc(-c3cccc(Cl)c3)o2)SC1=S | 8.5
CS(=O)(=O)N1CCN(S(=O)(=O)c2ccc(Cl)cc2)CC1 | -1.5
CC1(C)CC(=O)C(C=NCCc2ccc(S(N)(=O)=O)cc2)=C(O)C1 | 7.6
c1ccc(-c2nc(NC3CCCCC3)c3ccccc3n2)cc1 | 3.8
Clc1cccc(/C=N/N=C/c2cccc(Cl)c2Cl)c1Cl | 7.5
CCCOC(=O)c1ccc(NC(=O)c2ccc(C)c([N+](=O)[O-])c2)cc1 | 3.1
O=C(Nc1ccccc1)Nc1cccc2cccnc12 | -1.6
CCOC(=O)c1oc2cc(-c3ccccc3)cc(O)c2c1C | -5.0
CCOC(=O)c1c(NC(=S)NC(=O)/C=C/c2ccco2)sc(C)c1C | 14.0
COC(=O)c1cc(C(=O)N2CCN(c3ccccc3)CC2)cc([N+](=O)[O-])c1 | 11.1
O=C(O)CN1C(=O)/C(=C\c2cc(Cc3ccccc3)cc([N+](=O)[O-])c2O)SC1=S | 16.2
COc1cccc(NC2=C(Cl)C(=O)N(Cc3ccccc3)C2=O)c1 | 6.9
Cc1cc(C)cc(OCCCCCCn2ccnc2)c1 | 8.5
COC(=O)c1ccccc1NC(=O)c1cnn2c(C(F)(F)F)cc(-c3ccc(OC)c(OC)c3)nc12 | 9.7
Cc1ccn(-c2cc(O)c(-n3ccc(C)n3)cc2O)n1 | 11.2
COC(=O)c1ccc(NC(=O)COc2ccc(C)cc2C)cc1 | 8.9
CC(=O)Nc1ccc(NS(=O)(=O)c2ccc3ncccc3c2)cc1 | -3.5
Cc1ccc([N+](=O)[O-])cc1-c1ccc(/C=C2\C(=O)NC(=O)N(c3ccc(Cl)cc3)C2=O)o1 | 4.7
O=C(COc1ccccc1Cl)NNC(=O)c1ccccn1 | 3.6
COc1ccccc1OCC(=O)NC1CC(C)(C)NC(C)(C)C1 | 6.3
CC(C)OC(=O)c1c(NC(=O)c2ccc(Cl)cc2[N+](=O)[O-])sc2c1CCCCC2 | 4.2
COc1cccc(/C=C2\C(=O)N(c3ccc(S(N)(=O)=O)cc3)N=C2C)c1 | -5.8
CCOC(=O)c1c(-c2ccccc2)csc1NC(=O)c1ccc(C)cc1 | 4.6
(next part)
SMILES | ER stress surv
O=C(CSc1cccc2cccnc12)N1CCCCC1 | 2.9
Cc1cccc(NC(=O)CSc2nc3ccc([N+](=O)[O-])cc3s2)c1C | -3.4
COc1ccc(N2C(=O)c3ccccc3C2(O)c2ncc[nH]2)cc1 (stereo unspecified) | 5.1
O=C1C=CC(=O)N1c1ccc(Br)cc1[N+](=O)[O-] | -2.2
COc1ccc(N2C(=O)CC(NCCc3ccc(OC)c(OC)c3)C2=O)cc1 (stereo unspecified) | 3.4
CCOC(=O)COc1c(Br)cc(/C=N/NC(=O)Nc2ccccc2)cc1OC | 11.4
COc1ccc(C(NC(=O)Cc2ccccc2)NC(=O)Cc2ccccc2)cc1OC | 4.0
NS(=O)(=O)c1cccc(NC(=O)c2ccccc2I)c1 | -3.7
CC(CC(=O)Nc1ccc(Cl)cc1)c1ccccc1 (stereo unspecified) | 7.6
COc1ccc(C(N)=O)cc1NC(=O)COc1ccc(F)cc1 | -3.7
O=C(NC(=S)N1CCOCC1)c1ccccc1 | -3.4
Cc1ccc(/C=C2\C(=O)NC(=O)N(c3cccc(Br)c3)C2=O)cc1 | 4.7
O=C(NC(=S)Nc1ccc2oc(-c3cccc(I)c3)nc2c1)c1ccco1 | 1.6
Cc1ccc(OCCSc2nnnn2-c2ccccc2)cc1 | 10.6
CCOC(=O)c1ccc(-c2ccc(C(=O)Nc3cccnc3)o2)cc1 | -3.2
CCOc1ccc(C(=O)Nc2sc3c(c2C(N)=O)CCCC3)cc1 | 8.1
O=C1C(=O)N(c2ccccn2)C(c2cccnc2)/C1=C(/O)c1ccc(Br)cc1 (stereo unspecified) | 14.6
COc1ccccc1Cc1noc(-c2ccc([N+](=O)[O-])cc2)n1 | -1.5
CC(=O)Nc1ccc(Sc2ccc(NC(C)=O)cc2)cc1 | 15.3
Cc1n[nH]c(C)c1Sc1ccccc1N=Cc1ccc(C(=O)O)cc1 | 6.7
COc1cccc(/C=N/NC(=O)c2cnccn2)c1O | 10.9
COC(=O)c1ccccc1NC(=O)CN(c1ccc(Cl)cc1)S(C)(=O)=O | 0.3
O=C(O)CCCN1C(=O)/C(=C/c2c(F)cccc2Cl)SC1=S | -1.9
CCOc1ccc(-c2nc3nc(C)c(Br)cc3[nH]2)cc1 | -0.9
O=C(c1ccc([N+](=O)[O-])cc1)N1CCN(C2CCN(Cc3ccccc3)CC2)CC1 | 1.6
Remaining list, next part
SMILES | ER stress surv
COc1ccc(Cl)cc1N(S(=O)(=O)c1ccc(NC(C)=O)cc1)S(=O)(=O)c1ccc(NC(C)=O)cc1 | 4.1
CS(=O)(=O)N1CCN(c2ccc([N+](=O)[O-])c3cccnc23)CC1 | 7.4
CCc1ccc2oc(-c3ccc(C)c(NS(=O)(=O)c4ccccc4)c3)nc2c1 | 11.1
CC(=O)c1ccc(NC(=S)NC(NC(=O)N(C)C)C(Cl)(Cl)Cl)cc1 (stereo unspecified) | -1.5
C/C(=N/N1CCN(Cc2ccccc2)CC1)c1ccc(Br)cc1 | 4.8
COc1ccc(CC(=O)NCc2ccc(F)cc2)cc1OC | 3.1
COc1ccc(Cl)cc1N(CC(=O)NCCCC(C)(C)C1OCCO1)S(=O)(=O)c1ccc(C)c([N+](=O)[O-])c1 | -1.2
O=C(Nc1ccccc1Cl)c1ccc2ccccc2n1 | -0.8
COc1cc(/C=N\n2c(C)nnc2C)cc(Br)c1O | -5.1
CCOc1ccccc1NC(=O)c1c(NC(=O)COc2ccccc2)sc2c1CCC2 | 1.7
COc1ccccc1CNCc1cccc(Oc2ccccc2)c1 | -10.9
Cc1cc(OCCN2CCOCC2)ccc1Cl | -1.6
COC(=O)c1ccc(NS(=O)(=O)c2ccc(C)cc2)cc1 | 4.2
COc1ccc2c(c1OC)C(=O)OC2CC(=O)c1ccc(O)c(I)c1 (stereo unspecified) | 5.1
COc1ccc(Nc2nnc(-c3ccc(C(=O)NCCO)cc3)c3ccccc23)cc1 | -1.2
O=C(Nc1cccc(O)c1)c1ccc2c(c1)C(=O)N(c1ccccn1)C2=O | 16.3
CN1C(=O)c2ccc(NCCN3C(=O)c4ccccc4C3=O)cc2C1=O | 0.6
COc1ccc(-c2nnc(-c3ccc(Br)o3)o2)cc1 | 6.2
COc1ccc(C(=O)N2CCN(C3C4CC5CC(C4)CC3C5)CC2)cc1 (stereo unspecified) | 3.3
CCN(CC)CN1C(=O)C(=O)/C(=C(\O)c2ccc(Cl)cc2)C1c1ccccc1F (stereo unspecified) | 6.8
Cc1ccc2nc(Nc3nc4ccccc4c(=O)[nH]3)nc(C)c2c1 | -20.4
CCCCOc1ccccc1NC(=O)c1ccc(C(C)(C)C)cc1 | 14.8
CCN(CC)S(=O)(=O)c1cc(C(=O)Nc2ccc(C(=O)O)cc2)ccc1Cl | 12.4
CCc1ccc(-c2nc(-c3ccccc3C)no2)cc1 | 10.5
COc1cccc(C(O)c2nc3ccccc3n2C)c1 (stereo unspecified) | -7.0

Shown tab-delimited: entries from further up
Compound	ER stress surv
O=C1C=CC(=O)N1c1ccc(Br)cc1[N+](=O)[O-]	-2.2
CS(=O)(=O)N1CCN(c2ccc([N+](=O)[O-])c3cccnc23)CC1	7.4
Cc1ccc(OCCSc2nnnn2-c2ccccc2)cc1	10.6
COC(=O)c1cc(C(=O)N2CCN(c3ccccc3)CC2)cc([N+](=O)[O-])c1	11.1
CCOc1ccc(-c2nc3nc(C)c(Br)cc3[nH]2)cc1	-0.9
COc1ccccc1OCC(=O)NC1CC(C)(C)NC(C)(C)C1	6.3

Other entries follow.
SMILES | ER stress surv
CCOC(=O)c1c(NC(=O)C(Sc2ccccc2)c2ccccc2)sc(C(C)=O)c1C (stereo unspecified) | -0.6
O=[N+]([O-])c1ccc(N2CCN(S(=O)(=O)c3ccc4ccccc4c3)CC2)c(Cl)c1 | -1.8
N#Cc1cnn(-c2ccccc2)c1NC(=O)c1ccccc1F | 11.9
Cc1cccc(N2C(=O)CC(Sc3nc4ccccc4s3)C2=O)c1 (stereo unspecified) | -2.8
COC(=O)C1=C(C)N=c2s/c(=C\c3cc(Br)c(OC)cc3OC)c(=O)n2C1c1ccccc1 (stereo unspecified) | 5.6
COc1ccc(CCNC(=O)CSCC(=O)Nc2ccccc2)cc1OC | 13.5
COc1ccc(CCN2C(=O)CSC2c2ccc([N+](=O)[O-])cc2)cc1OC (stereo unspecified) | 1.0
Cc1ccc(N2C(=O)CC(NCCN3CCOCC3)C2=O)cc1 (stereo unspecified) | 1.9
Cc1ccc(C2C3=C(CC(C)(C)CC3=O)Nc3ccc4ccccc4c32)cc1[N+](=O)[O-] (stereo unspecified) | -1.8
COc1ccccc1N1CCN(C(=O)CN(c2ccccc2C)S(C)(=O)=O)CC1 | 1.6
COC(=O)c1c(C)oc2ccc(OS(C)(=O)=O)cc12 | 1.2
CCC(=O)N1c2ccc3ccccc3c2C2C=CCC2C1c1ccc(F)cc1 (stereo unspecified) | -2.8
COCCCNC(=O)/C(=C\c1ccc(N(C)C)cc1)NC(=O)c1ccc(C)cc1 | 8.1
O=C(Nc1ccccc1C(=O)N1CCCCC1)c1cccc(F)c1 | -6.1
COc1ccc(-c2nn(-c3ccccc3)cc2C=O)cc1[N+](=O)[O-] | 10.4
COc1ccc(NC(=O)c2cnccn2)cc1 | -8.3
CC(C)(O)C#Cc1ccc(C(=O)NCCc2ccccc2)cc1 | 4.2
CC(C(=O)c1ccccc1)C(=O)c1ccccc1 | -0.6
COc1ccc(N2C(=O)CC(N3CCC(O)CC3)C2=O)cc1 (stereo unspecified) | -2.0
Cc1ccc(OCC(=O)N2CCN(c3ccccc3)CC2)c(C)c1 | 10.3
O=C(CSc1ncn[nH]1)Nc1ccc(C(=O)O)cc1 | 5.2
Cc1cccc(C=Nc2ccc(-c3nc4ccc(C)cc4s3)cc2)c1 | -32.5
CN(c1ccccc1C(=O)O)C1SC(=O)N(c2ccccc2)C1=O (stereo unspecified) | 9.7
CC(=O)CC(=O)NC1C2CC3CC(C2)CC1C3 (stereo unspecified) | -5.6
COCCNC(=O)C(=O)Nc1cc(C)cc(C)c1 | 0.1

Retrieved by compound from the entries so far:
SMILES | ER stress surv
COCCCNC(=O)/C(=C\c1ccc(N(C)C)cc1)NC(=O)c1ccc(C)cc1 | 8.1
CC(=O)CC(=O)NC1C2CC3CC(C2)CC1C3 (stereo unspecified) | -5.6
COc1ccc(N2C(=O)CC(N3CCC(O)CC3)C2=O)cc1 (stereo unspecified) | -2.0
Cc1cccc(N2C(=O)CC(Sc3nc4ccccc4s3)C2=O)c1 (stereo unspecified) | -2.8
COc1ccc(CCNC(=O)CSCC(=O)Nc2ccccc2)cc1OC | 13.5

Additional records follow:
SMILES | ER stress surv
O=[N+]([O-])c1cccc(-c2nc(C3COc4ccccc4O3)cs2)c1 (stereo unspecified) | -1.9
CCC(Oc1ccccc1)C(=O)Nc1sc2c(c1C(N)=O)CCC(C(C)(C)C)C2 (stereo unspecified) | 9.9
Cc1ccc(S(=O)(=O)/N=C(/Nc2cccc(O)c2)c2ccccc2)cc1 | -1.7
CCOC(=O)c1c(N2CCOCC2)nc2ccc([N+](=O)[O-])cc2c1-c1ccccc1 | -0.2
OC(CNCC1(c2ccc3c(c2)OCCO3)CCCC1)COc1ccccc1 (stereo unspecified) | -3.9
CCCCOc1ccc2c3c(cccc13)C(=O)c1ccccc1-2 | 0.3
COc1ccc(S(=O)(=O)N(CC(N)=O)Cc2ccccc2)cc1 | 6.2
N#Cc1c(-c2ccc(Cl)cc2)nc2n(c1=O)CCS2 | 4.3
COc1cc(CN2CCN(S(=O)(=O)c3ccccc3)CC2)cc(OC)c1OC | 8.0
COc1cc(C(=O)NCCc2ccc(Cl)cc2)cc(OC)c1OC | 15.0
Cc1cc(=O)[nH]c(-n2nc(C)c(Oc3ccccc3O)c2C)n1 | 13.5
CCc1ccc(N2C(=O)NC(=O)/C(=C\c3ccc(OCC(=O)O)c(OC)c3)C2=O)cc1 | 8.8
Cc1ccc(S(=O)(=O)N/N=C/c2cccc(OS(=O)(=O)c3ccc(C)cc3)c2)cc1 | -0.7
C(=N\Nc1nn[nH]n1)/c1ccc(OCc2ccccc2)cc1 | -2.4
COc1ccc(N2C(=O)/C(=C/c3ccc(OC)c(OC)c3)SC2=S)cc1 | 3.6
CC(C)OC(=O)c1c(NC(=O)C2CC=CCC2C(=O)O)sc2c1CCCC2 (stereo unspecified) | -1.2
COc1cccc(N=C2c3ccc([N+](=O)[O-])cc3C(=O)C2C(C)=O)c1 (stereo unspecified) | -12.2
O=C(NNC(=O)C(c1ccccc1)c1ccccc1)c1ccccc1Cl | 8.1
Cc1cccc(C(=O)Nc2sc3c(c2C(=O)N2CCN(C)CC2)CCC3)c1 | 4.3
Cc1ccc(-c2nc3ccccc3s2)cc1NC(=O)c1cccc([N+](=O)[O-])c1 | 23.4
CCC(=S)/C=C1\Sc2ccc(OC)cc2N1CCCS(=O)(=O)O | 7.2
CCOC(=O)c1sc2nc3n(c(=O)c2c1C)CCC3 | 3.7
CCOc1ccccc1N(CC(=O)Nc1ccccc1C(=O)OC)S(=O)(=O)c1ccccc1 | 3.8
C=CCc1cccc(/C=N/NC(=O)C(C)Nc2ccc(Br)cc2)c1O (stereo unspecified) | 8.1
COc1cc(C=C2C(=O)N(C)C(=O)N(C)C2=O)cc(Br)c1OCc1ccccc1 | 1.6
CCC(=O)Oc1ccc2c(C)cc(=O)oc2c1C(=O)c1ccccc1 | 5.1

A second format for 5 compounds above:
Structure,ER stress surv
Cc1cccc(C(=O)Nc2sc3c(c2C(=O)N2CCN(C)CC2)CCC3)c1,4.3
Cc1ccc(-c2nc3ccccc3s2)cc1NC(=O)c1cccc([N+](=O)[O-])c1,23.4
CCC(=S)/C=C1\Sc2ccc(OC)cc2N1CCCS(=O)(=O)O,7.2
CCOC(=O)c1sc2nc3n(c(=O)c2c1C)CCC3,3.7
CCOc1ccccc1N(CC(=O)Nc1ccccc1C(=O)OC)S(=O)(=O)c1ccccc1,3.8
